Screening data as filed in PubChem.
STK33 kinase inh = inhibitors of purified STK33 kinase, primary screen, biochemical, ADP-Glo luminescence, homogeneous, cell-free; Serine/threonine-protein kinase 33 (Homo sapiens), Q9BYT3; MBP phosphorylation; hit rate 0.073% among 320,000; inhibition, % at 10 µM;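 active = inhibition at or above 25%, using the most active replicate where run in duplicate; inactive = inhibition below 25%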
Target sequence (Q9BYT3 whole entry, looked up): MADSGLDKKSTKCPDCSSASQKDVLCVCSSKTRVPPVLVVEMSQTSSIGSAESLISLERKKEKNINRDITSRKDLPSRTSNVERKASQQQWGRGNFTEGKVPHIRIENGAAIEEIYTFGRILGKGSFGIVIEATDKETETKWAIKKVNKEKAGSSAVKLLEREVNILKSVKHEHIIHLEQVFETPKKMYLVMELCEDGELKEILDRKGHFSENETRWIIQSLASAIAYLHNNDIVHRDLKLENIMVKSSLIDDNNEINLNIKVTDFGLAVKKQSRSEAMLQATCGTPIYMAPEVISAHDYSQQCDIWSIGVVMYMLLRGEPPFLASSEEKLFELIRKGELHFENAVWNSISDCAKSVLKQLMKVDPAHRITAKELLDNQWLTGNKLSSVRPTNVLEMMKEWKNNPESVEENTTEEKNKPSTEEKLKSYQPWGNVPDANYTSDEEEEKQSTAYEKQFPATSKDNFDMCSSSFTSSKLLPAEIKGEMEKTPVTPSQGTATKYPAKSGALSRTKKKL
OX1R antag-1 = antagonists of human orexin 1 receptor (OX1R). inhibition, % at 6.6 µM. Orexin/Hypocretin receptor type 1 (Homo sapiens), O43613. OX1R-expressing cells, FRET antagonist read-out. AID 485270, 2010. hit rate 1.8% among 330,000; in the data active = inhibition mostly above about 38%, no sharp cut-off; inactive = mostly below about 40%;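 also: 0% = agonist challenge alone and 100% = reference antagonist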
Target sequence (O43613 whole entry, looked up): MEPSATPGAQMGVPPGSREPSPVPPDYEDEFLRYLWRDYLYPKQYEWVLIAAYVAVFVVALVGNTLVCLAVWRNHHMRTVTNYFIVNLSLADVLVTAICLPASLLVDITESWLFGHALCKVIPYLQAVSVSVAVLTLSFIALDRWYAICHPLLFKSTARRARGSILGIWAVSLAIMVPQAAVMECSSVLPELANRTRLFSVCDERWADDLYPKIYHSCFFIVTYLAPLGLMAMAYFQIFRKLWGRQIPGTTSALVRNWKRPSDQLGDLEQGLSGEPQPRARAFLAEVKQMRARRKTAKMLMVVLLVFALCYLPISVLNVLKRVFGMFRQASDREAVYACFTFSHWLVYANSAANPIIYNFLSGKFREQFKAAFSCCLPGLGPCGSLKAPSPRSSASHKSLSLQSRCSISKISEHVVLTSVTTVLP
OX1R antag-2 = OX1R (HCRTR1) antagonists, primary screen, fluorescence, CHO/OX1R cells, Fluo-8 calcium, orexin A; Orexin/Hypocretin receptor type 1 (Homo sapiens), O43613; Fluo-8 calcium fluorescence; inhibition, % at 5 µM; hit rate 0.43% among 330,000; AID 434989, 2010;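 active = inhibition above its plate's threshold, mean inhibition of all tested compounds on the plate plus 3 SD, cut at about 37% in these data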;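 also: 0% = orexin A challenge wells and 100% = SB-334867-A antagonist wells; not every result past the cut was called active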
An asterisk follows results filed as active; · = not tested or not shown. This is a random part of the collection (roughly 2.2% active in at least one column).

No.	smiles	OX1R antag-2	OX1R antag-1	STK33 kinase inh
1	CCOC(=O)C1=C(COC(=O)/C=C/c2ccc(O)c(OC)c2)NC(=O)NC1C (stereo not given)	-1	5	1.4
2	CCN(CC)S(=O)(=O)c1ccc(NC(=O)C2c3ccccc3Oc3ccccc32)cc1	10	0	·
3	COc1ccc(C2=NOC(Cn3c(Cc4ccc(Cl)cc4)nc4c3c(=O)n(C)c(=O)n4C)C2)cc1 (stereo not given)	-37	8	1.1
4	COc1ccc(CC(=O)Nc2nnc(C(C)C)s2)cc1OC	-30	8	-0.4
5	COc1ccc(-c2noc(CCC(=O)Nc3ccc4c(c3)OCCO4)n2)cc1	16	27	-1.6
6	CN(CC(=O)Nc1ccccc1Cl)CC(=O)Nc1cccc2ccccc12	-9	13	-1.1
7	CCc1ccccc1NCc1cc(=O)oc2cc(C)ccc12	-4	16	0.3
8	CCc1ccc(S(=O)(=O)N2CCN(c3ccccc3OC)CC2)cc1	-19	5	1.1
9	CCOC(=O)c1c(C#N)cnn1-c1ccc(C)cc1	-8	23	-2.2
10	Cc1cc(C)cc(C(=O)NC(=S)Nc2ccc3c(c2)OCCO3)c1	-11	7	-1.2
11	Cc1c(Br)cc(C(=O)NC2CCCCC2)c(C)c1C	-14	2	0.8
12	O=C(CCNC(=O)c1ccc(Br)cc1)NC1CCCc2ccccc21 (stereo not given)	-18	21	-1.3
13	Cc1c(NC(=O)/C=C/c2cn(-c3ccccc3)nc2-c2ccc(F)cc2)c(=O)n(-c2ccccc2)n1C	-22	6	·
14	COC(=O)[C@H](C)NC(=O)Nc1ccc(Oc2ccccc2)cc1	-17	18	8.9
15	COCc1cc(C)nc(OCC(=O)N/N=C/c2ccc(-c3cccc([N+](=O)[O-])c3)o2)c1C#N	-6	60	-0.2
16	O=C(NCCc1ccccc1)C1CC(=O)N(CCc2ccccc2)C1 (stereo not given)	-17	8	-0.4
17	COc1cc(OC)c(CN2CCC(Cc3ccccc3)CC2)cc1Br	-29	13	0.2
18	O=C1C(Cc2ccccc2O)NC(=S)N1c1ccccc1 (stereo not given)	-15	9	-0.8
19	CCOC(=O)c1cn(CC(=O)Nc2cccc(Cl)c2C)nn1	-20	9	-1.2
20	COC(=O)c1ccc2c(=O)n(CC3CCCO3)c(SCC(=O)Nc3ccc(OC)cc3OC)nc2c1 (stereo not given)	-19	7	-3.8
21	CCOc1ccccc1C1C2C(=O)N(c3ccccc3)C(=O)C2ON1c1ccccc1 (stereo not given)	5	17	-1.5
22	COC(=O)c1cccnc1-n1c(=O)c2cccnc2n(Cc2cccc(C(F)(F)F)c2)c1=O	-27	33	1.1
23	c1ccc(Cc2nnc3sc(-c4cccs4)nn23)cc1	-30	10	-1.6
24	O=C(C1=C[C@@H](c2ccc(C(F)(F)F)cc2)C[C@@H](OCc2ccc(CO)cc2)O1)N1CCOCC1	-8	30	1.2
25	Cc1noc(C)c1S(=O)(=O)N(CC(=O)NC(C)c1ccccc1)c1ccc(C(C)C)cc1 (stereo not given)	-10	21	0.3
26	COc1cccc(/C=N/n2cnc3cc(C)c(C)cc32)c1OC	-22	15	0.0
27	CCOc1ccc(S(=O)(=O)NCc2ccncc2)cc1NC(=O)c1ccccc1F	-26	32	2.0
28	Nc1c(-c2ccccc2)c(CN2CCOCC2)nn1-c1cccc([N+](=O)[O-])c1	-23	85*	0.6
29	O=C(CCCSc1nc2sc3c(c2c(=O)[nH]1)CCC3)NCCCO	-14	-2	-0.5
30	COc1cccc(CC(=O)NN2C(=O)NC3(CCCCC3)C2=O)c1	-10	-4	0.8
31	CCc1nnc(NC(=O)C2CC(=O)N(Cc3ccco3)C2)s1 (stereo not given)	-9	13	-0.9
32	O=C(CCNS(=O)(=O)c1ccccc1)NNC(=O)C1COc2ccccc2O1 (stereo not given)	-12	3	·
33	COC(=O)Cn1c(=NC(=O)CCS(=O)(=O)c2ccccc2)sc2c(OC)ccc(OC)c21	-27	15	-0.4
34	CCSc1nc2ccccc2n1CCOc1ccccc1	-13	53	-0.3
35	O=C(CSc1nnc(-c2ccccc2F)n1CCc1ccccc1)Nc1ccc2[nH]c(=O)[nH]c2c1	-3	11	1.0
36	COc1ccc(OC)c(-c2cc(C3CCN(c4cc(Cl)nc(N)n4)CC3)[nH]n2)c1	6	25	-0.1
37	CC1=NN2C(=N)/C(=C\c3ccc(SCc4ccccc4)o3)C(=O)N=C2S1	-6	8	-1.0
38	COc1ccc(C(=O)Nc2ccc(S(=O)(=O)N3CCCC3)cc2)c(OC)c1	-15	5	-0.5
39	O=C1CC(N2CCC(O)(c3ccc(Cl)cc3)CC2)C(=O)N1 (stereo not given)	-6	25	2.3
40	CCNc1nc(NCC)nc(N/N=C/c2ccccc2)n1	-20	-5	2.1
41	CC1CCCN(S(=O)(=O)c2cc3c4c(c2)CCN4C(=O)CC3)C1 (stereo not given)	-27	15	3.0
42	CCc1ccc(S(=O)(=O)NC2CC(C)(C)NC(C)(C)C2)cc1	-8	27	-0.5
43	C[C@@H](NC(=O)c1ncn(C)c1C(=O)N[C@H](C)c1ccccc1)c1ccccc1	-34	8	-1.3
44	Cc1ccc(S(=O)(=O)NCC(=O)OC(C(=O)c2ccccc2)c2ccccc2)cc1 (stereo not given)	-33	10	-1.9
45	CC(=O)Nc1sc2c(c1CN1CCCC1)CCCC2	-27	18	-0.9
46	Cc1nnc(NCc2cccc(Cl)c2)c2ccccc12	-4	54	0.1
47	CC(=O)NCCC(=O)Nc1nc(C)c(Cc2ccc3c(c2)OCO3)s1	-4	7	0.3
48	CCCCCCCC(=O)N/N=C/c1ccc([N+](=O)[O-])o1	-21	37	0.5
49	O=C(O)/C=C\C(=O)Nc1ccccc1C(=O)NCc1ccccc1	-10	32	-0.1
50	CC(Oc1ccccc1)C(=O)OCC(=O)Nc1sccc1C(N)=O (stereo not given)	14	12	0.2
51	CC12CCC(C(=O)Nc3cc(Cl)ccc3Cl)(C/C1=N\O)C2(C)C (stereo not given)	-30	13	0.6
52	Cc1csc(NC(=O)C2CCCC2)n1	-20	-2	1.4
53	O=C(O)/C=C/c1ccccc1Oc1ccc(Cl)cc1Cl	-2	42	0.4
54	O=C(Cc1coc2ccc3ccccc3c12)NCc1cccs1	2	33	-2.5
55	CC(=O)c1ccc(NC(=O)C(C)OC(=O)c2ccc(NS(=O)(=O)c3ccc(F)c(F)c3)cc2)cc1 (stereo not given)	-8	33	-1.1
56	CC1CCCCN1C(=O)c1ccc(CS(=O)(=O)Cc2ccccc2)cc1 (stereo not given)	-4	9	1.0
57	O=C(NCc1ccc(F)cc1)C1CC(=O)N(C2CCCCCCC2)C1 (stereo not given)	-23	12	-0.5
58	CCN1CCN(Cc2c(O)ccc3c(C)cc(=O)oc23)CC1	-25	-6	-0.1
59	CC(OC(=O)CN1C(=O)c2ccccc2C1=O)C(=O)NC1CCCCC1C (stereo not given)	-16	17	-0.3
60	N=c1n(CCO)c2ccccc2n1Cc1ccc(Cl)cc1	-22	29	0.7

Continuation:
No.	smiles	OX1R antag-2	OX1R antag-1	STK33 kinase inh
61	C=CCN(c1ccc(C(=O)Nc2cccc(C)c2)cc1)S(C)(=O)=O	-18	8	-1.5
62	Cc1ccc2nc(Nc3nc(CSc4nc5ccccc5s4)cc(=O)[nH]3)nc(C)c2c1	-21	8	·
63	CCCCNCc1cc(Br)c(OCC(=O)N2CCOCC2)c(OC)c1	-10	15	-0.7
64	CCn1c(SCC(=O)c2c(N)n(C)c(=O)n(C)c2=O)nnc1-c1ccccc1	-12	6	-0.3
65	CCCCc1nc2ccccc2c(=O)n1NC(=O)c1c(O)c2ccccc2n(C)c1=O	-2	1	-0.4
66	COc1cccc(CNC(=O)COc2cc3c(c4oc(=O)cc(C)c24)CCC(C)(C)O3)c1	-19	31	-0.7
67	O=C1CN(c2ccccc2)C(=S)N1C(=O)c1ccccc1	-19	-13	-1.5
68	O=C(NCC(c1cccnc1)N1CCN(c2ccccc2F)CC1)c1ccccc1 (stereo not given)	-26	12	-0.4
69	COC(=O)c1ccc2c(c1)NC(=O)CS2	-7	11	-0.9
70	CN1CCC2(CC1)N=C(c1ccc(F)cc1)C(=S)N2C(=O)c1ccc(C(C)(C)C)cc1	-6	19	-0.9
71	COc1cccc(C(=O)Nc2nnc(S(=O)(=O)N3CCCC3)s2)c1	-11	19	-1.2
72	O=C(CCS(=O)(=O)c1ccc(Br)cc1)N1CCCCCC1	-9	1	-1.7
73	Cc1cc(C(C)(C)C)cc(S(=O)(=O)Nc2ccc(O)c(C(=O)O)c2)c1C	-8	6	-0.1
74	CC(C)Cn1c(SCC(=O)NC2CCCc3ccccc32)nc(O)cc1=O (stereo not given)	-17	8	-3.1
75	CCOC(=O)c1cnc2c(C(F)(F)F)cccc2c1N1CCN(C)CC1	-6	1	2.7

Arranged by molecular weight (highest first): part of the list above.
No.	smiles	OX1R antag-2	OX1R antag-1	STK33 kinase inh
62	Cc1ccc2nc(Nc3nc(CSc4nc5ccccc5s4)cc(=O)[nH]3)nc(C)c2c1	-21	8	·
70	CN1CCC2(CC1)N=C(c1ccc(F)cc1)C(=S)N2C(=O)c1ccc(C(C)(C)C)cc1	-6	19	-0.9
65	CCCCc1nc2ccccc2c(=O)n1NC(=O)c1c(O)c2ccccc2n(C)c1=O	-2	1	-0.4
63	CCCCNCc1cc(Br)c(OCC(=O)N2CCOCC2)c(OC)c1	-10	15	-0.7
64	CCn1c(SCC(=O)c2c(N)n(C)c(=O)n(C)c2=O)nnc1-c1ccccc1	-12	6	-0.3
74	CC(C)Cn1c(SCC(=O)NC2CCCc3ccccc32)nc(O)cc1=O (stereo not given)	-17	8	-3.1
72	O=C(CCS(=O)(=O)c1ccc(Br)cc1)N1CCCCCC1	-9	1	-1.7
71	COc1cccc(C(=O)Nc2nnc(S(=O)(=O)N3CCCC3)s2)c1	-11	19	-1.2
75	CCOC(=O)c1cnc2c(C(F)(F)F)cccc2c1N1CCN(C)CC1	-6	1	2.7
61	C=CCN(c1ccc(C(=O)Nc2cccc(C)c2)cc1)S(C)(=O)=O	-18	8	-1.5
60	N=c1n(CCO)c2ccccc2n1Cc1ccc(Cl)cc1	-22	29	0.7
67	O=C1CN(c2ccccc2)C(=S)N1C(=O)c1ccccc1	-19	-13	-1.5
69	COC(=O)c1ccc2c(c1)NC(=O)CS2	-7	11	-0.9

Entries of single compounds from above. Order of screens: OX1R antag-2, OX1R antag-1, STK33 kinase inh
Record of `CCOC(=O)c1cnc2c(C(F)(F)F)cccc2c1N1CCN(C)CC1` = -6, 1, 2.7
Record of `O=C1CN(c2ccccc2)C(=S)N1C(=O)c1ccccc1` = -19, -13, -1.5

Other structures:
No.	smiles	OX1R antag-2	OX1R antag-1	STK33 kinase inh
76	Cc1ccccc1NC(=O)CC1SC(=Nc2ccc(O)cc2)NC1=O (stereo not given)	-3	8	-0.7
77	COc1ccc(NC(=O)N2CCCC(C(=O)NC(C)C)C2)cc1 (stereo not given)	-24	5	-3.4
78	O=C(NNC(=O)c1ccccc1[N+](=O)[O-])Nc1ccc(Cl)cc1	6	13	-0.4
79	COc1ccccc1N(CC(=O)Nc1cc(C)on1)S(=O)(=O)c1ccc(Cl)cc1	-18	34	-1.5
80	COCCN(C(=O)COC(=O)COc1ccc2c(c1)CCC2)c1c(N)n(Cc2ccccc2)c(=O)[nH]c1=O	4	12	-1.9
81	CCC1CCCCN1C(=O)COC(=O)CSc1ccc(C(N)=O)cc1[N+](=O)[O-] (stereo not given)	-12	20	-1.1
82	CN1CC[C@]2(CCN3CCc4c(oc5ccccc45)[C@@H]3C2)N(C)C1=O	-18	12	-0.9
83	CCN(CC)S(=O)(=O)c1ccc(Cl)c(NC(=S)NC(=O)C2CCCC2)c1	67*	9	-0.8
84	Cn1cc(C(CO)Cc2ccccc2)c2ccccc21 (stereo not given)	-16	6	0.6
85	Cc1ccccc1CN1C2=NCCN2c2ccccc21	-27	4	0.5
86	CC(C)C[C@H](NC(=O)[C@H]1N2C(=O)c3ccccc3C2SC1(C)C)C(=O)N[C@@H](Cc1ccccc1)C(=O)O (stereo not given in full)	5	9	0.3
87	OCCNc1nc(-c2cccnc2)nc2ccccc12	-11	6	7.2
88	CC(OC(=O)Cn1[nH]c(=O)c2ccccc2c1=O)C(=O)c1ccccc1 (stereo not given)	-21	14	-0.6
89	Cc1cc(F)ccc1S(=O)(=O)Nc1ccccc1C(=O)Nc1ncn[nH]1	-9	19	0.6
90	CC1Cc2ccccc2N1S(=O)(=O)c1cccc(C(=O)OCC(=O)NCc2ccco2)c1 (stereo not given)	-40	27	-2.6
91	COC(=O)c1ccc(NC(=O)COC(=O)c2nc3nccc(C)n3n2)cc1	-12	6	-1.7
92	COc1ccc(C/C(N)=N/O)cc1	8	9	-3.3
93	COc1ccc(C(CNC(=O)C(C)(C)Oc2ccc(Cl)cc2)N2CCCC2)cc1 (stereo not given)	-48	-1	-0.7
94	Cc1c(C)c2ccc(OCC(=O)Nc3ccccn3)c(C)c2oc1=O	-8	6	0.4
95	COC(=O)c1sc(NC(=O)COc2cccc3ccccc23)nc1C	-9	5	-2.4
96	CCc1ccc(NS(=O)(=O)c2ccc3[nH]cc(C(=O)N4CCCCC4)c(=O)c3c2)cc1	-4	14	-1.2
97	COc1ccc(C(=O)/C=C/c2ccc(C)cc2)c(OC(=O)c2ccc([N+](=O)[O-])cc2)c1	-17	14	-0.7
98	O=C(O)CCc1nn2c3ccccc3n(CCN3CCCCC3)c2nc1=O	2	13	·
99	CC(Cc1ccccn1)NC(=O)CCc1nnc(C2CCCCC2)o1 (stereo not given)	-25	20	-1.6
